Bioassay records as filed in PubChem.
OXTR potentiator: human OXTR potentiators, primary screen, fluorescence, CHO-OTR cells, Fluo-8 calcium; activation, % at 3 µM; actives 0.061% (n = 320,000); Fluo-8 calcium fluorescence, potentiator mode; 0% = oxytocin EC15, 100% = EC100; Oxytocin receptor (Homo sapiens), P30559;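 active means activation above that plate's cutoff, the mean activation of tested compounds plus 3 SD, cut at about 6.6% in these data, passing the limit was not always enough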;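 further: 100% uses oxytocin at 75 nM as the full agonist control; some results filed as inactive read as strong as hits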
Target sequence (P30559 whole entry, looked up): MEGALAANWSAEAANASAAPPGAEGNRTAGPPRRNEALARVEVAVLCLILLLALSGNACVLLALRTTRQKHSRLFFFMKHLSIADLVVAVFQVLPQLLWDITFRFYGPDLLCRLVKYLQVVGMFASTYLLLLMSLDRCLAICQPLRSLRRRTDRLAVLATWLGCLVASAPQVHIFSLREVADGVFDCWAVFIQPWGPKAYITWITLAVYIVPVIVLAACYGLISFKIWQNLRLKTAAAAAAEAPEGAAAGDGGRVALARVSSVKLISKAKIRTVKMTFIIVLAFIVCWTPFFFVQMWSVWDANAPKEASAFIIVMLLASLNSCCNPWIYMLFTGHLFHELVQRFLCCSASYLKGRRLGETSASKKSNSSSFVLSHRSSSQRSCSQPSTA
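Dosing: Single dose, 3.0 µM nominal final compound concentration | Material: Human OTR in CHO cells | Technique: Kinetic Fluo-8 calcium fluorescence | Benchmarks: EC15 oxytocin alone as 0%, 75 nM oxytocin as 100% | Probe or stimulus: Oxytocin at about EC15, sub-maximal agonist stimulus | Incubation: Compound 6 min at room temperature before oxytocin, 100 s read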
M1 ag parental: counter-screen for M1 agonists: effect in parental CHO-K1 cells. Fluo-8 calcium fluorescence; scaled to maximal ATP response, vehicle zero. activation, % at 3 µM. actives 0.48% (n = 360,000). AID 602248, 2012; in the data active means activation above about 15%;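 further: untransfected CHO-K1 host cells lacking M1 receptor as counterscreen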
TAAR1 agonist: human TAAR1 agonists, primary screen, Fluo-8 calcium fluorescence, CHO RD-HGA16 cells; Trace amine-associated receptor 1 (Homo sapiens), Q96RJ0; vehicle wells 0%, saturating PEA agonist 100%; activation, % at 3 µM; actives 0.99% (n = 360,000); AID 624467, 2012;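 active means activation above the mean activation of all test compounds in the run plus 3 SD, cut at about 38% in these data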
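test system = CHO RD-HGA16 cells carrying human TAAR1 plus Gα16 | schedule = 17-24 h seeding, 75 min 37 °C dye, 30 min RT | compound dosing = 3 µM single concentration | control set = DMSO and PEA EC100 | replicates = n 1 | signal = Fluo-8 fluorescence, 5 s baseline then 140 s kinetic read | measure = percent activation vs PEA EC100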
CHO-K1 Ca PAM: nonselective calcium activators in parental CHO-K1 cells, primary screen, counter-screen for M1 PAM project, cell-based, Fluo-8 calcium fluorescence, full deck, 1536-well; ATP EC20; 0% at ATP EC20, 100% at ATP max; activation, % at 3 µM; actives 0.02% (n = 360,000);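 active means activation above the run cutoff, the mean activation of all test compounds plus 3 SD, cut at about 40% in these data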;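 further: peak over basal fluorescence ratio in a 140 s read after ATP addition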
CHO-K1 Ca antag: nonselective inhibitor or artifact in parental CHO-K1 cells. ATP-induced calcium, Fluo-8 fluorescence. inhibition, % at 3 µM. actives 0.6% (n = 360,000). AID 602250;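 active means inhibition above a per-plate cutoff, the plate's mean sample inhibition plus 3 SD, cut at about 24% in these data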;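 further: 0% = DMSO plus EC80 ATP and 100% = DMSO alone without ATP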
CHRM1 antagonist: human M1 muscarinic receptor antagonists, primary screen, CHO-K1 cells, Fluo-8 calcium fluorescence, 1536-well; actives 1.3% (n = 360,000); AID 588852, 2011; CHO-K1 hM1, ACh EC80 antagonist; inhibition, % at 3 µM; Muscarinic acetylcholine receptor M1 (Homo sapiens), P11229;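 active means percent inhibition above its own plate's cutoff, namely the mean of that plate's compound wells plus 3 SD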;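 further: peak over basal fluorescence ratio during 140 s after agonist addition; 0% = ACh EC80 plus DMSO and 100% = DMSO alone without agonist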
Target sequence (P11229 whole entry, looked up): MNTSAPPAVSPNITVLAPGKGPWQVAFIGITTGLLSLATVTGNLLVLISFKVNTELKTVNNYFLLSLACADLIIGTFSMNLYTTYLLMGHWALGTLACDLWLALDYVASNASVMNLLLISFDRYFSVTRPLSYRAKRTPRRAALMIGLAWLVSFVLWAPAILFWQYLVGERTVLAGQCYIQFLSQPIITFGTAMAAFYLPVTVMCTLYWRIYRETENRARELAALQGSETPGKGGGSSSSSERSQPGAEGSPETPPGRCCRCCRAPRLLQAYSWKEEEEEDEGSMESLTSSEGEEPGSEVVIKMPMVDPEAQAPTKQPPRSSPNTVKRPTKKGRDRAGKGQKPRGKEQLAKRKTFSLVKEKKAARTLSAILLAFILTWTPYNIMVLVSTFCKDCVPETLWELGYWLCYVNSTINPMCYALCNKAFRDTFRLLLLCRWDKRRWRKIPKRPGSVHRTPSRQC
CHRM1 agonist: human M1 muscarinic receptor agonists, primary screen, Fluo-8 calcium fluorescence, CHO-K1 cells, HTS; CHO-K1 hM1, agonist mode; 0% DMSO, 100% acetylcholine EC100; activation, % at 3 µM; actives 0.33% (n = 360,000); AID 588814, 2011;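 active means activation above the run's mean compound activation plus 3 SD, cut at about 16% in these data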;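 further: peak over basal fluorescence ratio within a 140 s kinetic read after compound addition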
TAAR1 antagonist: human TAAR1 antagonists, primary screen, Fluo-8 calcium fluorescence, CHO RD-HGA16 cells. Trace amine-associated receptor 1 (Homo sapiens), Q96RJ0. actives 1.5% (n = 360,000). antagonist. AID 624466, 2012. inhibition, % at 3 µM;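 active means inhibition above a per-plate cutoff, the mean inhibition of test compounds on that plate plus 3 SD, cut at about 49% in these data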;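 further: 0% = DMSO plus EC80 beta-PEA response and 100% = DMSO alone without agonist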
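System: CHO RD-HGA16 cells bearing hTAAR1. Reagent: EC80 β-phenethylamine stimulus. Schedule: seeding 17-24 h prior, 75-min 37 °C, 30-min RT dye loading. Signal: Fluo-8 intracellular calcium dye fluorescence, real-time kinetic reads. Read-out: % inhibition from peak post-agonist over basal fluorescence ratio. Benchmarks: vehicle wells and EC80 agonist wells. Replicates: n of 1.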
CHO parental Ca: ATP-evoked calcium signal inhibitors, parental CHO, primary screen, counter-screen for OX1R antagonist project, cell-based, fluorescence, Fluo-8 calcium dye; parental CHO-K1, ATP-induced calcium, Fluo-8 fluorescence; inhibition, % at 5.6 µM; actives 0.63% (n = 330,000); AID 463079, 2010;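 active means inhibition above that plate's mean sample inhibition plus 3 SD, cut at about 26% in these data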;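 further: 0% = ATP-challenged DMSO wells and 100% = DMSO wells without ATP; some compounds past the cut are filed as inactive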
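Material – parental CHO cells · Reagent – ATP stimulus · Compound – single nominal dose of 5.6 µM per compound · Detection – Fluo-8 fluorescence · Read-out basis – percent inhibition of calcium signal · Controls – ATP-challenged DMSO wells low, unchallenged DMSO wells high · Repeats – no replicates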
Starred values were filed as active, the others as inactive; nt = no result given.

Each structure is followed by: OXTR potentiator, M1 ag parental, TAAR1 agonist, CHO-K1 Ca PAM, CHO-K1 Ca antag, CHRM1 antagonist, CHRM1 agonist, TAAR1 antagonist, CHO parental Ca
CC(CNC(=O)CN1C(=O)CCSc2ccccc21)c1ccccc1 (stereo not given)
 : 1, 0.3, 5, 3, -12, -9, -3, -8, -10
Cc1ccc(NC(=O)c2ccccc2OCC(=O)c2ccccc2)cc1
 : -15, 0.8, 10, 22, -5, -4, -4, 30, -37
CC(C)COP(=O)(OCC(C)C)C(Nc1ccccc1)c1ccccc1 (stereo not given)
 : -8, 12, 6, 22, -10, 5, 3, 17, -24
CN(CC(=O)Nc1ccc(F)cc1[N+](=O)[O-])C1CCS(=O)(=O)C1 (stereo not given)
 : -5, 1.0, 10, 6, -15, -12, -2, -7, -2
O=C(NC1CCCN(Cc2ccc(Cl)cc2)C1)c1ccccc1C(F)(F)F (stereo not given)
 : 0, 1.5, 3, 18, -13, 1, -9, -10, -12
O=C1CC(c2ccccc2)CC2=C1CN(C1CCCCC1)CN2 (stereo not given)
 : 6, 0.8, 1, 1, -7, 7, -7, 9, -22
Cc1cccc(C)c1OCC1CNC(=O)O1 (stereo not given)
 : -15, 0.9, 0, 17, -5, -17, -3, -5, -6
COC(=O)[C@@]12CCCN1[C@H](c1ccc(-c3ccc(Cl)c(Cl)c3)cc1)[C@H]1C(=O)N(C)C(=O)[C@H]12
 : -3, 0.1, 1, -3, 4, 5, -6, 15, -8
CCS(=O)(=O)c1nc(S(=O)(=O)c2ccc(Cl)cc2)c(N2CCC(O)CC2)s1
 : -4, 1.4, 4, -12, 2, 3, 2, 5, -16
CCOC(=O)c1[nH]c(C)c(/C(O)=C2\C(=O)C(=O)N(CCN(C)C)C2c2ccc(C)o2)c1C (stereo not given)
 : -1, 0.2, 11, 12, -11, -2, -2, 10, -5
CCN(CC)CCn1c2c(c(SCC(=O)Nc3ccc4c(c3)OCCO4)nc1=O)CCCC2
 : -7, 0.2, 0, 7, -13, -15, -7, -24, -12
O=C(CSc1ccc(-c2ccc(F)cc2)nn1)NCC1CCCO1 (stereo not given)
 : -1, 0.2, 1, 10, 0, -10, -6, -18, -1
COC(=O)c1ccc2c(=O)n(Cc3ccc(C(=O)NCCCN4CCC(C)CC4)cc3)c(=S)[nH]c2c1
 : -3, -0.6, 0, -6, -3, 6, -7, -2, -6
COc1ccc(C(=O)Nc2ccc(Cl)cn2)cc1S(=O)(=O)N1CCCC1
 : -4, 0.7, 14, -6, 7, 9, 1, -1, -18
COc1ccc(/C=N/NC(=O)COc2cccc3ccccc23)c(C(=O)O)c1OC
 : -2, 0.1, 4, 21, -14, -13, -7, -10, -4
CCN(CC)S(=O)(=O)c1ccc(-c2nnc(SCC(C)=O)o2)cc1
 : -2, 0.6, 4, 16, -1, 1, -4, 12, 4
CC(NC(=O)COC(=O)Cc1ccsc1)C1CC2CCC1C2 (stereo not given)
 : -9, 0.3, 15, 20, -11, -8, -6, 12, -13
c1coc(-c2nnc3sc(Cc4cccs4)nn23)c1
 : -3, 0.3, 4, -8, -13, -2, -2, -13, -19
CCCCNS(=O)(=O)c1ccc2nc(-c3cccnc3)cc(C(=O)NCCCOC)c2c1
 : 1, 1.2, 5, -16, 2, 28, -3, -20, -17
CCCOC(=O)c1ccc(Oc2cn[nH]c2-c2ccc(OCC(=O)NN)cc2O)cc1
 : -2, 14, 6, 4, 11, -16, 6, 4, -27

Other results:
Each structure is followed by: OXTR potentiator, M1 ag parental, TAAR1 agonist, CHO-K1 Ca PAM, CHO-K1 Ca antag, CHRM1 antagonist, CHRM1 agonist, TAAR1 antagonist, CHO parental Ca
C/C(=N/NC(=O)c1ccc(Cl)cc1Cl)c1cccnc1
 : 2, -0.8, nt, 2, -1, -6, 2, nt, 1
O=C(NN=Cc1cccc2ccccc12)C1CC1
 : nt, -0.5, 2, 17, -14, -6, -3, 0, nt
O=C(c1ccc2nc(N3CCOCC3)sc2c1)N1CCCC1
 : -7, 0.0, 1, 18, -5, -11, -1, -4, -3
O=C(Cc1ccccc1[N+](=O)[O-])NCC1(c2cccc3c2OCO3)OCCO1
 : nt, 1.3, 1, 7, -12, 6, -8, 29, nt
Cc1nn(S(=O)(=O)c2ccc(F)cc2)c(C)c1S(=O)(=O)N1CCCCC1
 : -11, 0.0, 3, 18, -19, -6, -2, -13, -3
Cc1[nH]c2ccccc2c1C(=O)CSC(=S)N(C)C1CCCCC1
 : -4, -0.2, 7, -5, -3, 19, -5, -5, 3
O=C(CN(Cc1ccccc1)C(=O)CNS(=O)(=O)c1ccccc1)NCc1ccco1
 : -1, 0.6, 0, -3, 1, -11, -3, -2, -6
COc1ccccc1CCNC(=O)c1ccc(C)o1
 : -3, 0.3, 28, 7, -22, 3, -7, 8, -5
COc1ccccc1-c1cc2nc(C)c(CCC(=O)NCc3ccco3)c(C)n2n1
 : -2, -0.2, -3, 4, -8, -6, -5, -12, -27
CCN(CC)CCN1C(=O)C2C(C(=O)Nc3cccc(SC)c3)C3C=CC2(O3)C1C(=O)NC1CCCC(C)C1C (stereo not given)
 : -8, 0.0, 3, 2, -11, -12, -10, -2, -13
C[C@H](CO)N1C[C@H](C)[C@@H](CN(C)Cc2ccccn2)Oc2ncc(-c3ccccc3)cc2C1=O
 : nt, 0.3, 0, 22, -14, 2, -11, -4, nt
CCN[C@H]1CN(CCCOC)S(=O)(=O)c2sc(S(N)(=O)=O)cc21
 : -2, -0.7, 0, -2, -1, -21, 6, -19, -6
Cc1cccc(NC(=O)/C(=C\c2ccc([N+](=O)[O-])o2)NC(=O)c2ccc(Cl)cc2)c1
 : -7, 0.7, 0, 11, -4, -6, -6, -9, -8
C#CCN(C[C@@H]1[C@@H](OC(=O)NCC2CCCCC2)[C@@H](OC(=O)NCC2CCCCC2)CN(C(=O)OC(C)C)N1C(=O)OC(C)C)S(=O)(=O)c1ccc(C)cc1
 : nt, 0.2, 2, 10, -12, 5, -3, -10, nt
Cc1ccc(NC(=O)CSc2nc(N)c3cc4c(nc3n2)CCCC4)cc1
 : -6, -0.7, -3, -7, 4, 14, -8, -1, -23
CC(C)C(N)c1csc(Nc2ccccn2)n1 (stereo not given)
 : nt, -0.1, 0, 10, -3, -12, -3, 16, nt
CCOC(=O)NC(=O)c1cn(-c2ccc(OC)cc2)c(=O)[nH]c1=O
 : -12, 0.2, 1, -8, -6, 0, 2, -12, -1
CCN(CC)c1ccc(C(=O)NNC(=O)CCc2nc3ccccc3c(=O)[nH]2)cc1
 : -4, 0.4, 1, -6, -2, -6, -4, -38, -9
Cc1ccc(COC(=O)c2nn(-c3ccccc3)nc2N)cc1
 : -2, 2.1, 0, 10, -18, 4, -4, -6, -12
COc1ccc(N(CC(C)C)S(=O)(=O)c2nnc(NC(=O)c3ccco3)s2)cc1
 : -8, 0.6, -4, 13, -11, -8, -6, -34, 11

Next part:
Each structure is followed by: OXTR potentiator, M1 ag parental, TAAR1 agonist, CHO-K1 Ca PAM, CHO-K1 Ca antag, CHRM1 antagonist, CHRM1 agonist, TAAR1 antagonist, CHO parental Ca
Cc1ccc(-c2n[nH]c(=S)nc2-c2ccc(C)cc2)cc1
 : -1, 11, 2, 4, 1, 7, -3, 12, -4
N#Cc1cnc(SCC(=O)c2ccccc2)nc1N
 : -10, -0.1, 5, -6, 7, -20, -3, -6, -3
COc1ccc(C2CC(c3ccccc3)=NN2C(=O)COC(=O)c2cc(S(=O)(=O)N3CCOCC3)ccc2F)cc1 (stereo not given)
 : -4, 1.2, 1, 20, -2, -1, -4, 10, -5
CCOC(=O)C1=C(N)OC2=C(C(=O)CCC2)C1c1cccs1 (stereo not given)
 : 4, 0.2, 2, 19, -19, -22, -5, 10, -2
O=C(Nc1cccc([N+](=O)[O-])c1)c1ccc2ccccc2c1O
 : -12, 1.2, 4, -14, -10, -7, 1, -11, 6
O=C(Cn1cnc2ccccc21)N/N=C/c1cccnc1
 : -3, -0.1, 4, 10, 7, -5, -4, 13, 1
Cn1c(N2CCOCC2)nc2c1c(=O)n(Cc1ccc(Cl)cc1)c(=O)n2C
 : -1, 0.3, 9, -4, 5, 2, -1, -1, -8
COc1ccc(N)cc1NC(=O)CN1CCOCC1
 : nt, 0.5, 3, -6, 10, 8, -1, -9, nt

An excerpt of these results, with bars between the fields:
Molecule | OXTR potentiator | M1 ag parental | TAAR1 agonist | CHO-K1 Ca PAM | CHO-K1 Ca antag | CHRM1 antagonist | CHRM1 agonist | TAAR1 antagonist | CHO parental Ca
CCCOC(=O)c1ccc(Oc2cn[nH]c2-c2ccc(OCC(=O)NN)cc2O)cc1 | -2 | 14 | 6 | 4 | 11 | -16 | 6 | 4 | -27
C/C(=N/NC(=O)c1ccc(Cl)cc1Cl)c1cccnc1 | 2 | -0.8 | nt | 2 | -1 | -6 | 2 | nt | 1
O=C(NN=Cc1cccc2ccccc12)C1CC1 | nt | -0.5 | 2 | 17 | -14 | -6 | -3 | 0 | nt
O=C(c1ccc2nc(N3CCOCC3)sc2c1)N1CCCC1 | -7 | 0.0 | 1 | 18 | -5 | -11 | -1 | -4 | -3
